Artemis inh = Artemis endonuclease inhibitors, primary screen, biochemical, fluorescence intensity, FAM/BHQ-1 hairpin substrate | recombinant Artemis, quenched FAM hairpin cleavage fluorescence | inhibition, % at 10 µM | 30,000 tested, 0.78% active | AID 686954, 2013;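 active means at 10 µM dose, at least 30% inhibition, measured as corrected fluorescence normalized to stimulator and neutral control wells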
Target sequence (Q96SD1 whole entry, looked up): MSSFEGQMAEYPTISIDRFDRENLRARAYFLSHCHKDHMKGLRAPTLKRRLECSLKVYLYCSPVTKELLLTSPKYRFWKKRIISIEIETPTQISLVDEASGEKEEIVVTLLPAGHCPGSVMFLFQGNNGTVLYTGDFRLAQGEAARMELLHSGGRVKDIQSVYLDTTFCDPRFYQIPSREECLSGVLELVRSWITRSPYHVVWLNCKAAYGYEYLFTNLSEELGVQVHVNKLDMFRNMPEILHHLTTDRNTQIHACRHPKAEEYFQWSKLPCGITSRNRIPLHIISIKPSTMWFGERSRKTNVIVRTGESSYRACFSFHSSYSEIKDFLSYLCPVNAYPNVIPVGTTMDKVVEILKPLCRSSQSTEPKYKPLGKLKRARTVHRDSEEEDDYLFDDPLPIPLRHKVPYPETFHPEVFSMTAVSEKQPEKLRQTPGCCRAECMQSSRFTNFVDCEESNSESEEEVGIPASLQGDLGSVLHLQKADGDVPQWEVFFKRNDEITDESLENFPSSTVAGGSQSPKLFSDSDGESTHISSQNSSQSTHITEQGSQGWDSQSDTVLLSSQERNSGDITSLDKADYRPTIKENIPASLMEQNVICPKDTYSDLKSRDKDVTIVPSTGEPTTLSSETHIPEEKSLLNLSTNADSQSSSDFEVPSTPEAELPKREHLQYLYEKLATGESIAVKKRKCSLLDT
The depositor's hits bear a star. These rows are one share of the data; count on the stated rates, not on these rows.

SMILES,Artemis inh
COc1ccccc1C(=O)Nc1ccc(N2CCCCC2)cc1,1.8
COc1ccc(C(=O)NCCc2nnc(SCC(=O)Nc3ccccc3)n2C)cc1,-5.1
COC(=O)c1ccccc1NC(=O)CSc1nnc(-c2cccc(NC(C)=O)c2)n1C,-7.3
CCOC(=O)c1cnc(C(C)(C)C)[nH]c1=O,0.4
Cn1nnnc1SCC(=O)Nc1ccccc1-c1ccccc1,1.8
CCOC(=O)C1CCCN(C(=O)c2cnn3c(C(F)F)cc(-c4ccc(C)cc4)nc23)C1 (stereo unspecified),8.1
Cc1nc2ccc(S(=O)(=O)NCC(=O)N3CCC(C)CC3)cc2s1,3.1
Cc1ccc(C)n1-c1sc2c(c1C#N)CCC(C)C2 (stereo unspecified),6.6
Cc1cccc2cc(CN(CC3CCCO3)C(=O)c3cnccn3)c(=O)[nH]c12 (stereo unspecified),-13.6
COc1ccc(C2(CNC(=O)c3ccc(Br)o3)CCOCC2)cc1,0.1
CC(C)OC(=O)/C(=C\c1ccc2c(c1)c1ccccc1n2C)NC(=O)c1ccccc1,13.9
CCOC(=O)Cc1nnc(NC(=O)COc2ccc(C)cc2)s1,10.4

Further entries follow:
SMILES,Artemis inh
C=CCOCCN1C(=O)C2C(c3ccccc3)C=CC(c3ccccc3)C2C1=O (stereo unspecified),10.2
COc1ccc(-c2cc(C(F)(F)F)nc(SCC(=O)Nc3cc(C)on3)n2)cc1OC,3.4
COc1ccc(C(=O)O/N=C(\C)c2ccccc2)cc1,0.9
Cc1ccc(C)c(OCC(O)CN2C(C)CCCC2C)c1 (stereo unspecified),1.6
CCOC(=O)c1c(C)[nH]c(C)c1C(=O)CN1C(=O)NC(CC(C)C)C1=O (stereo unspecified),-2.9
O=C(CC(c1ccccc1)c1ccccc1O)NCc1ccco1 (stereo unspecified),29.8
O=C(CN1C(=O)CCS(=O)(=O)c2ccccc21)NCc1ccccc1,-10.7
Cc1ccc(S(=O)(=O)NCC(=O)N(CC(=O)NCC2CCCO2)C2CCCC2)cc1 (stereo unspecified),-0.8
COc1ccc(S(=O)(=O)C(C#N)c2nc3ccccc3nc2N2CCCCC2)cc1 (stereo unspecified),25.4
C/C(Cl)=C/Cn1c(SC(C)C)nc2c1c(=O)[nH]c(=O)n2C,1.0
COc1ccccc1Nc1nc2ccccc2[nH]1,-3.9
CCOC(=O)CN1C(=O)C(O)(CC(=O)c2ccco2)c2ccccc21 (stereo unspecified),-6.4

Following part
SMILES,Artemis inh
O=S(=O)(CCc1nc2ccccc2s1)c1ccc2ccccc2c1,-6.1
Cc1nnc(Nc2ccc(C(=O)N3CCOCC3)cc2)c2ccccc12,-2.3
Cc1ccc2cc(COC(=O)c3ccco3)c(=O)[nH]c2c1,0.0
CCSc1nc2c(c(=O)[nH]c(=O)n2C)n1Cc1ccc(Cl)cc1,-4.8
Cc1cc2c(c(=O)n1CCN(C)C)C(c1ccccc1Br)C(C#N)=C(N)O2 (stereo unspecified),0.9
O=c1cc(N2CCN(c3cccc(Cl)c3)CC2)[nH]c(=O)n1C1CCCCC1,-4.3
CCn1c2ccccc2c2cc(NC(=O)COC(=O)C3CCC(=O)N3)ccc21 (stereo unspecified),2.9
COc1ccc(OCC(=O)Nc2ccc(S(=O)(=O)Nc3cc(C)nc(C)n3)cc2)cc1,-8.3
Cc1nnc2c(-c3ccccc3)nc3ccccc3n12,4.9
CC(C)CC(=O)N1CCN(CC2CC=CCC2)CC1 (stereo unspecified),2.3
CC1(C)CC(=O)C=C(NCc2cccnc2)C1,-0.4
COc1ccc(CCNC(=O)CC2COc3ccccc3O2)cc1OC (stereo unspecified),-4.3

Further structures
SMILES,Artemis inh
CCOC(=O)c1c(C)[nH]c2cc(Br)c(OC)cc12,-4.7
COc1ccc(S(=O)(=O)NCc2ccccn2)c(Cl)c1Cl,1.0
C=CCn1c(N)c(C(=O)OCC(C)C)c2nc3ccccc3nc21,11.4
CC(C)c1ccc2c(c1)C1(NN=C(c3ccccc3)S1)C(=O)N2 (stereo unspecified),12.9
Nc1ccc(CN2CCCCCC2)cc1,2.9
Cc1cc(/C=C(\C#N)C(=O)OCC(=O)NC(=O)NC(C)(C)C)c(C)n1CCC(C)C,20.0
COC(=O)C1=C(N)N(c2ccc(F)cc2)C2=C(C(=O)CCC2)C1c1ccc2c(c1)OCO2 (stereo unspecified),0.5
Cc1cccc(Oc2nc(-c3ccccc3)cc(C)c2S(C)(=O)=O)c1C,6.7
COC(=O)c1ccc(Nc2cc(C)nc(-c3ccccc3O)n2)cc1,-1.7
COc1ccc(S(=O)(=O)N2CCCN(CC(=O)C(C)(C)C)CC2)cc1,-11.8
COc1ccc(S(=O)(=O)N2CCN(C3CCN(Cc4ccccc4)CC3)CC2)cc1,-5.2
COc1ccc(S(=O)(=O)N2CCCCCC2)cc1C(=O)OCc1c(C)noc1C,-7.9

The list continues.
SMILES,Artemis inh
CC1CCN(C(=O)c2ccc(COc3ccccc3Cl)o2)CC1,0.5
c1ccc(N2CCN(c3ccccc3)C2c2cccnc2)cc1,6.5
CCNC(=O)N(C(=O)NCC)n1c(C)nnc1C,-3.9
CC(C)C(NC(=O)OCc1ccccc1)C(=O)OCC(=O)NCc1ccco1 (stereo unspecified),2.1
Clc1ccc2c(NCc3ccccn3)ncnc2c1,1.1
COc1cc(-c2nnc(SCC3(c4ccccc4)OCCO3)o2)cc(OC)c1OC,-8.4
Cc1ccc(CNC(=O)CCCn2c(=O)c3ccccc3n(CC(=O)NC3CCCC3)c2=O)cc1,1.3
O=C1CSC(c2cn(-c3ccccc3)nc2-c2ccc3c(c2)OCCO3)N1CCN1CCOCC1 (stereo unspecified),-9.4
Cc1nnc(OCc2nc3ccccc3n2C)c2ccccc12,-0.3
Cc1ccccc1NC(=O)c1ccc(CN2CCC(Cc3ccccc3)CC2)cc1,-4.1
COC(=O)C(C)NC(=O)C12CC3CC(CC(C3)C1)C2 (stereo unspecified),-5.8
COCCCNC(=O)COc1ccc(S(=O)(=O)Nc2ccccc2)cc1,1.0

Later entries:
SMILES,Artemis inh
COc1ccc(CCn2c(NCCCN3CCOCC3)nc3c2c(=O)[nH]c(=O)n3C)cc1,-0.4
O=C(Nc1ccccc1SCC1CSc2nc3ccccc3c(=O)n21)c1ccccc1 (stereo unspecified),-4.9
O=C(O)CN=C(NS(=O)(=O)c1ccccc1)c1ccccc1,-0.1
COC(=O)[C@@H](NC(=O)NCc1ccccc1Cl)C(C)C,-10.5
Cc1cc(C(F)(F)F)n2nc(C(=O)O)c(Cl)c2n1,-9.0
Cc1cccn2c(=O)c3cc(C(=O)NC(C)C)c(=N)n(Cc4ccncc4)c3nc12,-1.3
CCC(C)NC(=O)CNS(=O)(=O)c1ccc(C)cc1 (stereo unspecified),-2.5
COc1ccc(-c2oc3ccccc3c(=O)c2OC(=O)c2ccc(C)cc2)cc1,17.7
Cc1ccc(CCNC(=O)c2coc3nc4ccccc4nc23)cc1,5.6
Brc1ccc(-c2nnc3n2CCCCC3)cc1,-6.1
Cc1nc2ccccn2c1C(=O)/C=C/c1ccc(F)cc1,13.1
CC(C)N1CC(O)=C(c2nc3ccccc3c(=O)[nH]2)C1=N,0.7

Remaining list, next part.
SMILES,Artemis inh
Cc1c(C#N)c2ccccc2n1CC(=O)NCc1cccnc1,-12.1
COc1ccc(S(=O)(=O)NC(CC(=O)NCc2ccccc2OC)c2ccco2)cc1 (stereo unspecified),1.7
COc1cccc(-c2ccc(C#N)c(OC(=O)c3ccc(Cl)cc3)n2)c1,-7.9
CC1=Nn2c(nnc2-c2cccs2)SC1,2.4
Cc1ccc2[nH]c3c(=O)n(Cc4ccncc4)cnc3c2c1,0.3
Cc1ccc(NC(=O)C(=O)NC2CCCCC2)cc1,-0.2
COc1ccc(/C=N/NC(=O)c2ccccc2)cc1CN1CCN(c2ccc(F)cc2)CC1,6.5
CSc1nnc(-c2ccccc2Cl)o1,-9.0
CN1CC2=Cc3ccccc3OC23Oc2ccccc2C=C3C1,8.1
CNC(=O)c1ccc(OCc2ccccc2)c(OC)c1,7.0
CC1(C)CC(=O)C2=C(C1)OC(N)=C(C#N)C21C(=O)N(Cc2ccccc2Cl)c2ccccc21 (stereo unspecified),-14.4
Cn1nnnc1Sc1ncnc2scc(-c3ccccc3)c12,6.6

The results go on:
SMILES,Artemis inh
CCNc1nc(NC(C)C)nc(OCCNS(=O)(=O)c2cc(C)ccc2C)n1,-14.1
CCCn1c(NC(=O)C2CCN(S(=O)(=O)c3cccs3)CC2)nc2ccccc21,14.6
Cc1ccc(S(=O)(=O)N2CCN(C(=O)CCC(=O)N3CCc4ccccc43)CC2)cc1,0.4
O=C(COC(=O)c1cc2ccccc2o1)c1ccccc1,-3.6
O=C(CN(Cc1ccccc1)C(=O)CCC(=O)Nc1ccccn1)NCc1ccco1,-7.4
COc1cccc(-c2ccc(C#N)c(OC(=O)c3c(Cl)cccc3Cl)n2)c1,8.0
CSC1=NC2(CC(c3ccccc3)Oc3cc(O)ccc32)CC(C)(C)N1 (stereo unspecified),-11.6
O=C(NCCCCC(NC(=O)c1ccc([N+](=O)[O-])cc1)C(=O)O)c1ccc([N+](=O)[O-])cc1 (stereo unspecified),-3.1
COc1cc(NC(=O)CSc2ccc3c(c2)OCCO3)cc(OC)c1OC,4.0
CCOC(=O)c1c(NC(=O)CSc2nnc(C)s2)sc2c1CCN(C)C2,15.0
Cc1cccc(Nc2ccccc2C(=O)NCc2ccco2)c1C,8.1
CCc1nc(N2CCC3(CC2)OCCO3)c2nnn(Cc3ccccc3Cl)c2n1,10.8

Next entries follow:
SMILES,Artemis inh
CC(=O)NCCCc1nc2ccccc2n1Cc1ccc(C)cc1,2.9
CCOC(=O)C1=C(C(C)=O)C(c2cccnc2)C(C#N)=C(N)O1 (stereo unspecified),6.8
COc1ccccc1N1CCN(c2nnc(-c3ccc(F)cc3)c3ccccc23)CC1,3.4
O=S1(=O)N=C(N2CCOCC2)c2ccccc21,2.0
CCCC(=O)Nc1ccc(NC(=O)c2ccccn2)cn1,-9.1
O=C(COC(=O)C1CC1)NCc1ccccc1Cl,-10.2
Cc1ccc(S(=O)(=O)NC(CC(=O)N2CCc3ccccc32)c2ccco2)cc1 (stereo unspecified),-4.1
COc1ccccc1N1CC(C(=O)OC(C)C(=O)N2CCCc3ccccc32)CC1=O (stereo unspecified),5.5
O=C(NCc1ccc2c(c1)OCO2)c1ccc(S(=O)(=O)NCC2CCCO2)cc1 (stereo unspecified),14.3
CCCCOC(=O)Nc1ccc(OC)cc1S(=O)(=O)N1CCOCC1,-7.0
Cc1ccccc1-n1c(=O)c2ccccc2n2nnnc12,1.1
C/C=C/C(=O)OCC(=O)Nc1ccc(F)cc1Cl,-5.5

Single entries from above.
O=C(CN(Cc1ccccc1)C(=O)CCC(=O)Nc1ccccn1)NCc1ccco1 in Artemis inh is entered as -7.4
COc1ccc(CCn2c(NCCCN3CCOCC3)nc3c2c(=O)[nH]c(=O)n3C)cc1 in Artemis inh is entered as -0.4
CC(C)CC(=O)N1CCN(CC2CC=CCC2)CC1 (stereo unspecified) in Artemis inh is entered as 2.3
COc1ccc(OCC(=O)Nc2ccc(S(=O)(=O)Nc3cc(C)nc(C)n3)cc2)cc1 in Artemis inh is entered as -8.3
CCOC(=O)C1CCCN(C(=O)c2cnn3c(C(F)F)cc(-c4ccc(C)cc4)nc23)C1 (stereo unspecified) in Artemis inh is entered as 8.1

Additional structures follow.
SMILES,Artemis inh
CCOC(=O)C1CCN(CC(=O)c2c(C)[nH]c3cc(C)ccc23)CC1,-7.0
Cc1cc(NS(=O)(=O)c2ccc(NC(=O)c3cc4ccccc4o3)cc2)nc(C)n1,-5.0
CCOc1ccc(NC(=O)c2ccncc2)cc1,-0.5
CC(=O)n1cc(Nc2ccccc2C(=O)O)c2ccccc21,-10.2
Cc1ccc(CNC(=O)CN(C)S(=O)(=O)c2cccc3nsnc23)cc1,-2.3
COC(=O)c1cnc2c(C(F)(F)F)cccc2c1OC,-9.4
COc1ccc(C2=[N+]([O-])C(C)(C)N(O)C2C)cc1 (stereo unspecified),-10.2
Cc1ccc2cc(CN(CCN3CCCC3)C(=O)Nc3ccccc3)c(=O)[nH]c2c1C,1.7
Cc1ccn2c(C(=O)c3ccc(Cl)cc3)cnc2c1,1.8
N#Cc1c(-c2ccccc2)ccn(Cc2ccccc2Cl)c1=O,2.9
COC(=O)c1ccc(=O)n(Cc2ccco2)c1,-1.4
CCOCCCN(C(=O)CNC(=O)c1ccco1)C(C(=O)NC1CCCC1)c1ccccc1C (stereo unspecified),-4.1

Sorted by formula weight (descending): some entries from above
SMILES,Artemis inh
CCOC(=O)C1CCN(CC(=O)c2c(C)[nH]c3cc(C)ccc23)CC1,-7.0
N#Cc1c(-c2ccccc2)ccn(Cc2ccccc2Cl)c1=O,2.9
CC(=O)n1cc(Nc2ccccc2C(=O)O)c2ccccc21,-10.2
COC(=O)c1cnc2c(C(F)(F)F)cccc2c1OC,-9.4
COc1ccc(C2=[N+]([O-])C(C)(C)N(O)C2C)cc1 (stereo unspecified),-10.2
CCOc1ccc(NC(=O)c2ccncc2)cc1,-0.5

(next part)
SMILES,Artemis inh
CCC(C)SCc1nc2ccccc2[nH]1 (stereo unspecified),1.4
N=c1oc2ccccc2cc1C(=O)N/N=C/c1ccccc1,4.0
CN(C)S(=O)(=O)c1ccc(Oc2ccc(S(=O)(=O)N(C)C)cc2)cc1,-6.0
Cc1ccc(CC2CC(=O)N(c3ccc(Cl)cn3)C2=O)cc1 (stereo unspecified),4.9
Cc1ccccc1Cn1c(C(C)O)nc2ccccc21 (stereo unspecified),-2.6
COC(=O)CCC(=O)COc1ccc(OC)cc1C#N,-18.1
COc1ccccc1NC(=O)CN1CCN(CC(=O)Nc2ccc(F)cc2)CC1,7.8
O=C(NCCCN1CCCC1=O)c1ccc2c(=O)n(Cc3ccco3)c(=S)[nH]c2c1,9.3
CC1CCC2(CC1)NC(=O)c1ccccc1O2 (stereo unspecified),-2.4

Some of the entries so far, as labelled records.
molecule: Cc1ccc(CC2CC(=O)N(c3ccc(Cl)cn3)C2=O)cc1 (stereo unspecified)
  Artemis inh: 4.9

molecule: CC1CCC2(CC1)NC(=O)c1ccccc1O2 (stereo unspecified)
  Artemis inh: -2.4

Screening data (PubChem BioAssay)
